SENP7 block: blocks the human protease SENP7; hit rate 1.5% among 330,000; Q9BQF6; recombinant SENP7, Z-RLRGG-aminoluciferin luminescence, 40 min; inhibition, % at 5 µM;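 active means inhibition above about 50% at the single test dose, limit read from the data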;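 further: plate controls were DMSO with enzyme for no effect and no enzyme buffer wells for full effect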
UBC13 polyUb: human UBC13 polyubiquitination inhibition; UBC13 polyubiquitin chain formation, TR-FRET; inhibition, % at 20 µM; hit rate 0.47% among 330,000; AID 485273; in the data active means inhibition above about 45%, passing the limit was not always enough
Target sequence (P61088 whole entry, looked up): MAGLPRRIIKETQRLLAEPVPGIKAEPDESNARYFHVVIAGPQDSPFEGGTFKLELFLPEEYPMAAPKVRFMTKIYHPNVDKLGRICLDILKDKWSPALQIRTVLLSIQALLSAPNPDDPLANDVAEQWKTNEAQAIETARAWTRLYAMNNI
SENP8 inh: inhibitors of human SENP8 protease; AID 2540; purified SENP8, Z-RLRGG-aminoluciferin cleavage, luminescence; inhibition, % at 10 µM; hit rate 1.2% among 330,000
Jurkat NFkB inh: lowers PMA/ionomycin-induced NF-kB signal in Jurkat cells. inhibition, % at 4 µM. hit rate 0.53% among 330,000. PMA/ionomycin-induced NF-kB luciferase reporter, luminescence
Gli-Sufu antag: Gli-Sufu pathway antagonism; Sufu-KO-LIGHT fibroblasts, Gli luciferase reporter luminescence; inhibition, % at 5 µM; hit rate 0.74% among 340,000; AID 588413;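 active means inhibition above about 55%, limit read from the data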;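 further: 0% = DMSO-treated cells and 100% = wells with medium but no cells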
697 NFkB inh: inhibitors of the PMA/ionomycin-induced NF-kB reporter in 697 B cells. inhibition, % at 4 µM. 697 B-cell NF-kB luciferase reporter, 16 h. hit rate 0.33% among 330,000. AID 435022; in the data active means inhibition above about 35%
Apaf-1 inh: inhibitors of human Apaf-1 apoptosome; O14727; reconstituted apoptosome caspase-3 activity, DEVD-Rh110 fluorescence; inhibition, % at 20 µM; hit rate 0.71% among 330,000; active means inhibition of at least 40% at 20 µM;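 further: plate controls were DMSO wells for no effect and DEVD-CHO caspase inhibitor wells for full effect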
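Material: cell-free apoptosome with Apaf-1, procaspase-3 and caspase-9; Buffer or medium: Hepes pH 7.5 with detergent and BSA; Reagent: cytochrome c trigger plus (Z-DEVD)2-Rh110 caspase-3 substrate; Times: compound with Apaf-1, dATP, procaspase-3 30 min, then 50 min reaction, room temperature; Technique: Rh110 fluorescence intensity.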
HKDC1 inh: HKDC1 (human) hexokinase inhibition. Q2TB90. recombinant HKDC1, G6PDH/diaphorase resazurin coupled fluorescence. inhibition, % at 20 µM. hit rate 0.16% among 340,000. AID 493160;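 active means inhibition above about 35% when tested at 20 µM, limit read from the data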;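 further: plate controls were DMSO wells with enzyme for no effect and DMSO wells lacking enzyme for full effect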
Target sequence (Q2TB90 whole entry, looked up): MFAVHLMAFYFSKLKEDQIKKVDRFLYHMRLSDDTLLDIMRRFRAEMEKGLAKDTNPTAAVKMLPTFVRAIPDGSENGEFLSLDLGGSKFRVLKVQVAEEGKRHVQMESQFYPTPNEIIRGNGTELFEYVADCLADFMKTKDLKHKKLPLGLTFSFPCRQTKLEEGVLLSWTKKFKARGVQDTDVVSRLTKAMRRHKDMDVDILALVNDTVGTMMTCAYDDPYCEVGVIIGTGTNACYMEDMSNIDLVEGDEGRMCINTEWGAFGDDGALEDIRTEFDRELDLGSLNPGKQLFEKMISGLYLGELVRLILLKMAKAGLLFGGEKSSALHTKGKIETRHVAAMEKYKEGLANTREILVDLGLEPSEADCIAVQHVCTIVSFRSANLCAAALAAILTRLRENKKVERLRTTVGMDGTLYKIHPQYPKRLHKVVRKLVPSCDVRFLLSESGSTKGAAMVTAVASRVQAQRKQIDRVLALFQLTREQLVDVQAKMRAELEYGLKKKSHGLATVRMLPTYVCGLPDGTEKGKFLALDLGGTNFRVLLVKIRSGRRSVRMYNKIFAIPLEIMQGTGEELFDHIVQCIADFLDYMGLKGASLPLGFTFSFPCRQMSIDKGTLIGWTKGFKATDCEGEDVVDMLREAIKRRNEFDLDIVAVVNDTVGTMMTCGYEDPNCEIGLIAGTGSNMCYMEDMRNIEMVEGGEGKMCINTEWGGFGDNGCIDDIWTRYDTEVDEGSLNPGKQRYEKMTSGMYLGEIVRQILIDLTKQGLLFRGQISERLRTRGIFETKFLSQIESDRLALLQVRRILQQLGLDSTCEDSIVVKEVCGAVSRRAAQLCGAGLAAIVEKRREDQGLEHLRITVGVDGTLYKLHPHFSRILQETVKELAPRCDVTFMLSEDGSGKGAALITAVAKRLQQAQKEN
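Test system: Recombinant HKDC1 (HK5) hexokinase enzyme, produced in-house | Input: HKDC1 at 5 µg/mL | Buffer or medium: Tris pH 8.0 buffer with MgCl2, Tween-20, BSA, BME | Schedule: 90 min reaction incubation at room temperature, dark | Technique: Resazurin-to-resorufin fluorescence via G6PDH and diaphorase coupling, 525/613 nm | Controls: DMSO wells with and without enzyme mix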
* marks the source's active call; other numbers are inactive results. Unless noted, no stated cut-off is given here; in the data, active means inhibition above about 50%; inactive means the rest.

SMILES | SENP7 block | UBC13 polyUb | SENP8 inh | Jurkat NFkB inh | Gli-Sufu antag | 697 NFkB inh | Apaf-1 inh | HKDC1 inh
COc1ccc(-c2nnc(SC(C)C(=O)NNC(=O)c3ccc(C)cc3)o2)cc1 (configuration not stated) | 1.3 | -61.9 | 1.2 | 5.8 | 1.3 | 5.2 | 7.4 | -8.9
CCOc1ccc(N2CC(C(=O)NCCN3C(=O)S/C(=C\c4ccc(OC)c(OC)c4)C3=O)CC2=O)cc1 (configuration not stated) | -1.5 | 1.5 | 3.1 | 5.0 | -15.7 | 2.0 | 22.0 | 1.4
COc1ccccc1OCC(=O)NCCC1=CCCCC1 | -9.0 | -8.6 | -3.3 | -15.7 | -24.6 | -25.1 | 7.4 | -2.7
O=C(Nc1ccccc1)OCc1cnc(Cl)s1 | 8.4 | 11.6 | -5.3 | -7.9 | -7.8 | 23.6 | -6.0 | 3.2
CC[C@@]12C(=O)N(c3cccc(Br)c3)C(=O)N1[C@H](c1ccc(F)cc1)[C@@H]1C(=O)N(C3CCCCC3)C(=O)[C@@H]12 | 1.2 | 13.2 | -6.2 | 16.9 | 3.5 | 13.7 | 1.8 | 3.5
O=C(O)c1cccc2cccnc12 | 6.0 | 1.2 | -2.6 | 10.2 | -2.8 | 4.1 | -16.5 | -5.4
Cc1ccc(NC(=O)C(C)N2C(=O)C3C4CC(C(Br)C4Br)C3C2=O)cc1 (configuration not stated) | -5.7 | -12.5 | -6.6 | -11.1 | 0.4 | -32.2 | -419.1 | 0.8
CC(C)N=C(Nc1cccnc1)c1ccccc1 | -4.5 | 0.1 | 10.1 | 3.2 | 2.2 | 18.8 | 3.2 | -4.0
Cc1noc(/C=C/N(C)C)c1S(=O)(=O)N1CCCC(C(=O)Nc2ccc3c(c2)OCO3)C1 (configuration not stated) | -1.1 | -18.4 | 14.3 | -7.7 | 39.2 | -2.1 | -3.6 | 5.9
COc1cccc(CNC(=O)N[C@@H](CC(C)C)C(=O)O)c1 | -4.8 | -2.6 | -0.8 | 10.0 | 8.1 | 6.5 | -5.3 | -6.5
Cc1ccc(C2C3=C(CCCC3=O)Nc3[nH]c(=S)[nH]c(=O)c32)cc1 (configuration not stated) | 2.8 | 12.0 | 0.6 | -2.1 | -2.5 | 15.1 | 1.0 | -4.0
COc1cccc(OCCn2cc(/C=N/NC(=O)c3ccncc3)c3ccccc32)c1 | -0.2 | 1.5 | 41.4 | 1.4 | -8.4 | -22.8 | 5.1 | -2.0
Cc1ccc(NC(=O)N2CCCC2C(=O)NCc2ccc(Cl)cc2)cc1 (configuration not stated) | 1.0 | 6.1 | 0.9 | -3.4 | 9.6 | 2.8 | 2.0 | 1.1
CCc1cccc(CC)c1NC(=O)COC(=O)C1(C)CC1(Cl)Cl (configuration not stated) | -7.6 | -11.4 | -10.9 | -11.0 | -0.6 | -14.7 | 13.8 | -3.6
COc1cc([N+](=O)[O-])ccc1NC(=O)C[n+]1cccc(C(C)=O)c1 | -3.7 | -13.7 | 4.9 | -19.2 | -4.4 | -26.8 | -1.2 | -6.8
Cc1ccc2oc(-c3cc(NC(=O)c4ncn[nH]4)ccc3O)nc2c1 | -12.0 | -1.1 | -6.6 | -17.8 | -1.6 | -7.7 | 8.2 | -8.7
NC(=O)c1ccc(NC(=O)C#Cc2ccccc2)cc1 | 6.8 | -6.3 | -9.5 | 25.2 | 14.9 | -23.8 | 3.5 | 5.5
Cc1ccc(C)c(Cn2c(C)nc3c(sc(=S)n3-c3ccccc3)c2=O)c1 | 0.8 | -10.9 | 0.6 | 6.0 | 13.9 | 11.6 | 1.5 | -0.5
O=C(CN1CCOCC1)Nc1c2c(nc3ccccc13)N(Cc1ccccc1)CC2 | 5.3 | 14.2 | -7.0 | 5.3 | -30.9 | -5.4 | 10.4 | -7.9
CC1(C)C(=O)C2(CCCCC2)C(=O)OC1c1cccn1-c1ccc([N+](=O)[O-])cc1 (configuration not stated) | 10.0 | -3.2 | 2.3 | 23.6 | 8.1 | -5.6 | 17.9 | -11.7
Cc1nc2ccc(S(=O)(=O)N3CCCCC3)cc2s1 | -0.3 | 2.1 | 4.3 | 11.3 | -7.5 | 3.3 | 6.0 | -1.5
COc1ccc(NC(=O)COC(=O)Cc2c[nH]c3ccccc23)cc1OC | 8.9 | -1.6 | -5.0 | -3.6 | 1.6 | 3.0 | -2.2 | -3.6
CSc1sc2ccccc2[n+]1CCCS(=O)(=O)[O-] | -9.8 | -1.3 | -9.1 | 2.0 | 1.0 | -2.2 | -12.4 | -8.8
O=C1OC(c2ccccc2)Cc2cc(C(=O)N3CCN(c4ccc(F)cc4)CC3)ccc21 (configuration not stated) | 3.5 | -9.2 | 1.9 | 9.1 | -1.7 | -10.5 | 21.8 | 2.4
Cc1cccc(N2CCN(C3=NC(=O)/C(=C\c4cn[nH]c4-c4ccccc4)S3)CC2)c1 | 6.9 | -4.2 | -8.0 | 2.7 | 17.9 | 7.6 | 6.6 | -7.6
O=C(O)CSc1cccc2cccc(C(=O)O)c12 | 2.9 | -10.2 | -4.0 | 9.3 | 4.2 | -7.3 | 3.9 | -2.6
C/C(=N\OCC(=O)Nc1cc(C)cc(C)c1)c1ccc2c(c1)OCCO2 | -0.7 | 2.6 | -3.3 | 10.2 | -5.2 | 4.5 | 12.1 | -7.8
Cc1ccc(S(=O)(=O)CCC(=O)NCCC2=CCCCC2)cc1 | -2.1 | -4.3 | 0.4 | -0.7 | 0.9 | 3.5 | 8.2 | 2.0
O=C(c1cc2c(=O)n3ccccc3nc2s1)N1CCN(Cc2ccccc2)CC1 | -1.4 | 12.0 | 2.5 | -0.4 | 17.0 | -2.2 | -6.7 | 8.8
CCOC(=O)N1CCN(C(=S)NC(=O)c2nn(C)cc2Br)CC1 | -5.9 | -0.2 | -1.2 | -1.4 | -7.5 | 4.3 | -18.3 | -2.4
CC(=O)C(C)Oc1ncn(-c2ccccc2)n1 (configuration not stated) | 5.9 | 0.0 | -0.7 | 1.8 | 6.2 | 1.7 | -5.8 | -9.3
O=C(NCCCn1ccnc1)C1CCN(S(=O)(=O)c2cc([N+](=O)[O-])ccc2Cl)CC1 | -4.9 | 82.3* | -5.4 | -0.6 | 15.2 | 14.2 | 23.4 | 3.1
N/C(=N\OC(=O)c1cccs1)c1cccnc1 | 2.0 | -11.6 | -2.4 | -24.9 | -36.5 | -42.3 | -15.6 | 0.2
CNC(C)C#Cc1ccc2oc3cccc(OC)c3c(=O)c2c1 (configuration not stated) | 0.4 | 7.1 | -6.4 | -48.6 | -15.6 | -55.0 | 17.4 | -5.8
O=C(NCCN1C(=O)CSC1=O)C1CC(=O)N(c2ccccc2)C1 (configuration not stated) | 7.9 | 0.8 | -0.9 | 4.2 | 5.1 | 0.8 | -0.5 | -0.9
COc1ccc(C(O)c2nccn2Cc2ccccc2)cc1 (configuration not stated) | -2.0 | 1.5 | -11.1 | 4.1 | -2.1 | 0.7 | 8.5 | -2.0
CCn1cnc2c1c(=O)n(Cc1cccc([N+](=O)[O-])c1)c(=O)n2Cc1ccccc1 | 1.1 | 5.5 | 9.3 | 14.2 | -5.8 | 0.1 | 7.5 | 1.9
Cc1cccn2cc(CNS(=O)(=O)c3ccc4ccccc4c3)nc12 | 10.2 | -0.6 | -3.6 | 9.0 | 22.4 | -36.0 | -2.5 | -3.5
CC1CC(C)CN(c2oc(-c3ccco3)nc2C#N)C1 (configuration not stated) | -4.9 | 15.6 | -3.2 | 16.6 | 2.2 | 3.4 | -0.1 | -4.5
Cc1cccc(-n2c3nc(=O)[nH]c(=O)c-3cc3c(C)nn(-c4ccccc4)c32)c1C | -2.8 | 6.6 | -11.0 | -8.1 | 4.9 | -19.0 | -5.8 | 2.5
O=C(Nc1nc(-c2ccccc2)cs1)NC1CCCCC1 | 3.3 | 1.6 | -3.0 | -23.5 | -22.9 | -31.7 | 18.4 | -5.1
CN(CCc1ccccn1)C(=O)CCC1CCCN(C(=O)NC2CCCCC2)C1 (configuration not stated) | -3.4 | 9.3 | -0.2 | 4.8 | 0.5 | 0.0 | -3.9 | -11.0
O=C(CCc1nnc2ccc(N3CCCC3)nn12)Nc1cc(F)ccc1F | 11.2 | -7.0 | -8.8 | -7.7 | -9.8 | -47.7 | -0.2 | -3.7
CC(C)(C)c1ccc(C(=O)Nc2ncn[nH]2)cc1 | 42.4 | 1.4 | 22.4 | -65.0 | -50.6 | -23.0 | -17.6 | -1.7
Cc1ccc(-n2nnc(-c3cc4ccccc4nc3Cl)n2)cc1 | 8.3 | -3.9 | -11.5 | -27.2 | -44.4 | -29.4 | 7.5 | -2.9
COc1ccc(CNC(=O)CN(Cc2cccs2)C(=O)CCC(=O)Nc2ccccn2)cc1 | -4.1 | 14.0 | 1.9 | -6.1 | -12.4 | 2.4 | -17.5 | -5.5
COc1ccc(CC(=O)Nc2cc(S(=O)(=O)N3CCOCC3)ccc2N2CCOCC2)cc1 | 0.2 | -5.4 | -2.9 | 11.1 | 5.4 | -0.4 | -1.3 | -8.8
Cc1cc(C)n2nc(SCC(=O)N(C)C3CCCCC3)nc2n1 | -2.3 | 5.4 | 7.8 | -2.3 | -6.8 | 4.5 | -5.1 | -3.6
COc1ccc(-n2c(Cc3ccccc3)nnc2SCC(=O)N2CCCc3ccccc32)cc1 | 6.7 | 13.4 | 1.2 | -5.4 | 3.2 | -2.6 | 31.9 | 0.3
COc1ccc(OC)c(S(=O)(=O)N2CCN(C(=O)NC3CCCCC3)CC2)c1 | 10.9 | 0.5 | 4.2 | 0.4 | -17.8 | -8.0 | 3.8 | 3.1
N#CC1=C(N)OC2=C(C(=O)CCC2)C1c1ccc(OC(=O)N2CCOCC2)cc1 (configuration not stated) | -24.5 | -7.0 | -5.5 | -7.2 | 13.0 | 11.3 | -6.0 | 13.1
COc1ccc(N/C(N)=N/c2nc(C)cc(=O)[nH]2)cc1 | -0.6 | -0.4 | -5.8 | 4.8 | -8.4 | -0.6 | -0.8 | -6.5
COc1ccc(S(=O)(=O)N2CCCCC2)cc1NC(=O)C1CC(=O)N(Cc2ccccc2)C1 (configuration not stated) | 10.1 | 2.9 | -6.8 | 2.7 | 1.0 | -2.2 | -1.0 | -2.2
Cc1nn(C)c(C)c1C1Nc2ccccc2C(=O)N1O (configuration not stated) | -1.5 | 7.9 | -5.8 | 13.7 | 3.1 | 12.4 | -1.8 | 3.8
COc1ccc(OC)c(-n2nnnc2SCC(=O)NCCc2ccccc2)c1 | -2.7 | 3.5 | -4.5 | -5.6 | 3.5 | 4.5 | 10.8 | 15.2
COc1cc(NC(=S)NCCSc2ccc(C)cc2)cc(OC)c1 | -8.3 | 11.9 | -1.1 | 2.7 | -4.1 | 21.7 | 11.7 | -6.6
COc1ccc(OCCCC(=O)Nc2ccc(OC)c(S(=O)(=O)N3CCOCC3)c2)cc1 | 1.4 | -12.2 | 3.1 | 9.0 | -2.3 | 4.6 | 0.4 | 1.6

Ordered by formula weight (smallest number first): 4 of the compounds above
SMILES | SENP7 block | UBC13 polyUb | SENP8 inh | Jurkat NFkB inh | Gli-Sufu antag | 697 NFkB inh | Apaf-1 inh | HKDC1 inh
CC(=O)C(C)Oc1ncn(-c2ccccc2)n1 (configuration not stated) | 5.9 | 0.0 | -0.7 | 1.8 | 6.2 | 1.7 | -5.8 | -9.3
NC(=O)c1ccc(NC(=O)C#Cc2ccccc2)cc1 | 6.8 | -6.3 | -9.5 | 25.2 | 14.9 | -23.8 | 3.5 | 5.5
COc1ccc(NC(=O)COC(=O)Cc2c[nH]c3ccccc23)cc1OC | 8.9 | -1.6 | -5.0 | -3.6 | 1.6 | 3.0 | -2.2 | -3.6
CC[C@@]12C(=O)N(c3cccc(Br)c3)C(=O)N1[C@H](c1ccc(F)cc1)[C@@H]1C(=O)N(C3CCCCC3)C(=O)[C@@H]12 | 1.2 | 13.2 | -6.2 | 16.9 | 3.5 | 13.7 | 1.8 | 3.5

Bioassay records as filed in PubChem BioAssay.
